Compound activity from PubChem BioAssay.
CF NFkB block: inhibitors of cystic fibrosis induced NF-kB; KKLEB NF-kB-GFP reporter, PAF-induced, GFP fluorescence overnight; inhibition, % at 5 µM; hit rate 0.86% among 360,000; AID 588850;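 active means at least 50% inhibition at 5 µM, scaled per plate between neutral and stimulator controls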;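 further: PAF is a Pseudomonas aeruginosa culture filtrate used as stimulus; plate controls were PAF-stimulated DMSO wells for no effect and unstimulated DMSO wells for full effect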
CaV13 ICDI inh: Disruptors of the CACNA1D IQ motif to Ca2+-dependent inactivation inhibitor domain association, primary screening, Förster resonance energy transfer in intact living …. inhibition, % at 12.3 µM. hit rate 0.098% among 340,000. AID 743397. HEK cells, CFP/YFP FRET ICDI-IQ, plate reader, 10 min; percent FRET-ratio fall versus neutral wells;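 active means mean replicate inhibition of at least 30% and at least 1% of replicates passing that level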;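 further: 0% = median of the neutral control wells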
HIF-2a block: blocks HIF-2a reporter activity; 786-0 RCC cells HIF-2a reporter, luciferase luminescence, overnight; inhibition, % at 18.8 µM; hit rate 0.72% among 360,000;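 active means inhibition of the luminescence signal of 40% or more relative to plate controls, in a single-dose primary screen at 18.75 µM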
KKLEB cytotox: counter-screen for CF NF-kB inhibitors: cytotoxicity; KKLEB CF airway cells viability, ATPlite luminescence, overnight; stronger effect = lower value; cells stimulated with P. aeruginosa culture filtrate; activity change (cytotoxicity), % at 5 µM; hit rate 0.36% among 360,000;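 active means corrected activity change at or below -50% at 5 µM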
NR2E3 ag-1: agonists of human NR2E3 nuclear receptor. inhibition of corepressor binding, % at 3.98 µM. AID 602229. hit rate 0.35% among 360,000. Q9Y5X4. CHO-S Gal4-NCOR/VP16-NR2E3 two-hybrid, luciferase;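 active means inhibition above the mean of all tested compounds plus 3 SD, cut at about 70% in these data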;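 further: 0% = DMSO with NR2E3 transfected cells and 100% = cells lacking NR2E3 construct; higher means lower luciferase signal from less NR2E3 corepressor binding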
Target sequence (Q9Y5X4 whole entry, looked up, the tested form may be a part): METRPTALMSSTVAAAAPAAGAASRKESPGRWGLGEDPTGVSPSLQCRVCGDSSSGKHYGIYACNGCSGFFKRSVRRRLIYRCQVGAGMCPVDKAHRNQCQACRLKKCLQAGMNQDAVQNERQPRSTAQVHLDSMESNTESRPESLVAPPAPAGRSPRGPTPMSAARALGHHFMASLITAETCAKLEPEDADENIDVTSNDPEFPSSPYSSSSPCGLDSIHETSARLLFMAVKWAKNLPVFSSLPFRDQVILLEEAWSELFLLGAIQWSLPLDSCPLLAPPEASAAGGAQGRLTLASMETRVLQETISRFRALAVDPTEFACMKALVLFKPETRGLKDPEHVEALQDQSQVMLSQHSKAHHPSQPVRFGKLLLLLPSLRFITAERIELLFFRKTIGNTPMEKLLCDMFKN
Vif inh: blocks HIV Vif function; HEK293T cells, Vif self-association by quenched fluorescence, imaging, 24 h; inhibition, % at 7.49 µM; hit rate 0.35% among 340,000; AID 602346; in the data active means inhibition above about 50%, passing the limit was not always enough; further: some results filed as inactive read as strong as hits
NR2E3 ag-2: activates human photoreceptor nuclear receptor NR2E3; hit rate 0.12% among 320,000; AID 2300; inhibition of corepressor binding, % at 4.78 µM; GST-NR2E3/biotin-RetCOR TR-FRET, 1536-well;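 active means percent inhibition above the cutoff of mean plus 3 SD of all tested compounds, set per screening campaign, cut at about 20% in these data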;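 further: 0% = DMSO wells and 100% = biotin wells as full block of FRET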
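System: GST-NR2E3 and biotin-RetCOR proteins; probe or stimulus: 7 nM biotin-RetCOR; doses: compound at 4.8 µM, single dose; schedule: Compound–protein incubation for 5 h at 4 °C; detection: time-resolved FRET; read-out: percent inhibition; controls: biotin wells as high control, 0.6% DMSO wells as low control; format: 1536-well plates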
MITF TRPM1 inh: MITF TRPM1 promoter inhibition in SK-MEL-5 cells; inhibition, % at 12.5 µM; AID 488899; SK-MEL-5 TRPM1 promoter luciferase, 24 h; hit rate 0.83% among 330,000;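 active means mean inhibition across replicates of 60% or more, whatever share of single replicates reaches that level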; further: values of inactives mirror those of a sister screen read the other way
Peg3 promoter: Peg3 promoter activity inhibition; HeLa PEG-Prom luciferase reporter, luminescence, overnight; inhibition, % at 20 µM; hit rate 1.7% among 360,000;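 active means inhibition of at least 50% at 20 µM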
PDI turbidity: blocks human protein disulfide isomerase activity; P07237; PDI insulin aggregation turbidity, A650, 90 min; inhibition, % at 10 µM; hit rate 0.052% among 350,000; AID 588391;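 active means mean inhibition across replicates of 30% or more, whatever share of single replicates reach that level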;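 further: absorbance from insulin aggregation driven by PDI reduction with DTT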
Target sequence (P07237 whole entry, looked up): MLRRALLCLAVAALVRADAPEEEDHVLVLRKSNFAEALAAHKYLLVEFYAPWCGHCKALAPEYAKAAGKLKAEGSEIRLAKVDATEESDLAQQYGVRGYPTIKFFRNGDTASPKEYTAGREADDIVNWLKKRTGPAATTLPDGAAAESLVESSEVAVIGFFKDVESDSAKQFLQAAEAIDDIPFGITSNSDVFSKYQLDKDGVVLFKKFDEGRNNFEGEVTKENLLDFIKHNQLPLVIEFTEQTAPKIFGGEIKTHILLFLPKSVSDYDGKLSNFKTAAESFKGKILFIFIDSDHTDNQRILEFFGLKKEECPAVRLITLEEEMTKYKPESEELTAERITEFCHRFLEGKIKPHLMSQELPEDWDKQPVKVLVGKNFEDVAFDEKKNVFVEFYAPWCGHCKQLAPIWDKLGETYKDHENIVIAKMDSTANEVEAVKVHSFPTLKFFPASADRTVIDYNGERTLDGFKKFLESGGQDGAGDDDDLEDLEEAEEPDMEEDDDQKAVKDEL
Shn3 inh set2: reduces Shn3 3'UTR luciferase signal in osteoblasts; hit rate 0.52% among 360,000; inhibition, % at 12.5 µM; Clone20 osteoblast Shn3 3'UTR firefly luciferase, 24 h;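 active means mean inhibition of at least 75% with every replicate also reaching 75%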;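 further: 0% = median of neutral control wells and 100% = pilot-screen positive control compound; some compounds past the cut are filed as inactive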
Starred values were filed as active, the others as inactive; / = not tested or not shown.

Each structure is followed by: HIF-2a block, MITF TRPM1 inh, NR2E3 ag-2, Vif inh, CaV13 ICDI inh, Shn3 inh set2, Peg3 promoter, CF NFkB block, KKLEB cytotox, NR2E3 ag-1, PDI turbidity
> CC(C)NC(=O)c1c2c(nc3ccccc13)CCCC2
→ 10, 15, 1, 1, /, -3, 5, 8, -11, -44, 3
> Cc1ccccc1OCC(=O)NC(=S)Nc1ccc(N2CCCC2)cc1
→ -17, -7, 1, 0, -4, 24, -19, 0, 6, -34, -14
> COc1ccc(C(O)(c2ccccc2)C(C(=O)O)c2ccccc2)cc1 (configuration not stated)
→ -43, -8, /, -1, -6, -26, -40, 16, -2, -14, -7
> O=C(CN1C(=O)S/C(=C\c2ccccc2F)C1=O)NC1C=CS(=O)(=O)C1 (configuration not stated)
→ 12, 11, -2, 11, -5, -3, -9, -33, -7, 3, 5
> Cn1c(Nc2ccc(F)cc2)nc2ccccc21
→ -55, -17, -1, 2, -2, 24, -24, 10, -1, 1, 3
> CC(CN1CCOCC1)OC(=O)c1ccc2c(c1)OCCO2 (configuration not stated)
→ -183, -31, 0, -5, -6, -32, -167, -5, 2, -76, 5
> COc1ccc(/C=N/NC(=O)c2ccc(NS(=O)(=O)c3cccs3)cc2)cc1
→ -34, -15, 4, 5, -8, -7, 104*, -48, -8, 7, 10
> Cc1csc(NC(=O)c2ccc(Br)s2)n1
→ -164, -21, 0, -17, -4, 10, -345, -23, 2, -106, 0
> COc1ccc(C(=O)C2CCCN(C(=O)c3ccc4cc[nH]c4c3)C2)c(C)c1 (configuration not stated)
→ 0, 16, 1, 6, -3, -8, 6, 7, -7, 4, -6
> COc1ccc(N2CCN(S(=O)(=O)c3cc(-c4cc(C)no4)ccc3C(C)C)CC2)cc1
→ 16, 5, 2, 0, -3, 24, 25, 10, -2, -24, 8
> CCOC(=O)c1sc(NC(=O)c2ccncc2)c(C#N)c1C
→ -20, -4, 0, 11, -2, 13, 19, 23, 7, -2, -4
> O=C1N[C@@H](Cc2c[nH]c3ccccc23)COC(=O)[C@H](Cc2ccc(F)cc2)C/C=C\C[C@@H]1CC(=O)N(CCO)Cc1ccccc1
→ 20, 22, /, -21, -5, 15, 45, 5, 7, -15, 15
> CC(=O)Nc1ccc(S(=O)(=O)c2cc(O)ccc2O)cc1
→ 14, 4, /, -1, -5, 2, 10, 5, -5, 3, 12
> COc1ccc2c(COC(=O)CCS(=O)(=O)c3ccccc3)cc(=O)oc2c1
→ 8, 6, -1, 0, /, -9, -9, -4, 1, -4, 8
> CCOc1ccccc1NC(=O)COC(=O)c1nc2nccc(C)n2n1
→ 7, -2, /, 14, -6, 3, 12, -16, 3, -63, 4
> COc1ccc(/C=C/C(=O)OCC(=O)c2ccc[nH]2)cc1
→ -94, -16, 0, -14, -2, -89, -34, -20, -4, -25, -20
> COc1ccc(C(=O)OCCCN(C)C)cc1OC
→ 22, 11, -3, -4, -4, -9, 15, 11, 11, 2, -4
> Cc1ccc(S(=O)(=O)N2CCN(C(=O)c3ccc(COc4ccccc4)o3)CC2)cc1
→ 25, -1, 3, -6, -3, 25, 20, 21, -12, -25, -3
> CC(C)CNC(=O)CN(C)S(=O)(=O)c1ccc(F)cc1
→ 3, 0, 2, 0, -4, 6, 13, 4, 1, 6, 0
> Cc1ccc(S(=O)(=O)CCC(=O)OCC(=O)c2cc(C)n(C)c2C)cc1
→ -12, /, -1, 1, -2, -9, -24, -22, 14, -22, -2
> COc1cccc2c3c(c(=O)[nH]c12)CC(C)(C)O3
→ -14, /, 0, 10, 3, -9, -3, 7, -13, -1, -6
> Cc1ccc(C(=O)Nc2ccc3ncccc3c2)cc1
→ 43*, 48, 1, 11, -4, 48, 21, -10, -64*, -109, 3
> O=C(CN1CCN(Cc2ccccc2Cl)C1=O)NC1CCCCCC1
→ -101, -23, 3, 18, /, -9, -53, 8, -4, -7, -1
> COc1ccc(N(C(=O)Cn2nnc3ccccc32)C2(C(=O)NC3CCCC3)CCCCC2)cc1
→ 27, 7, 0, -3, -13, 16, 20, -2, 10, -6, 1
> CC(C)(C)n1nnnc1C(c1cccnc1)N1CCN(c2cccc(C(F)(F)F)c2)CC1 (configuration not stated)
→ 16, -5, 4, 5, -6, -6, 1, 9, -2, 2, 8
> O=C1CN(C(=O)/C=C/c2ccccc2F)c2ccccc2N1
→ -133, -10, 0, -5, -6, -16, -87, 10, 10, -12, 2
> C[n+]1cc[nH]c1SCC(=O)c1ccccc1
→ -155, -24, 3, -9, /, -45, -137, 1, 2, -73, -2
> Cc1c(CC(=O)NCCCCCC(=O)O)c(=O)oc2c(C)c3oc4c(c3cc12)CCCC4
→ -3, 4, /, 2, -4, -45, 11, -32, 5, -19, 4
> Cc1cc2ncc(S(=O)(=O)C(C)(C)C)c(N)n2n1
→ 10, 2, -3, 2, -6, 7, 9, 1, 15, -16, -6
> COc1cccc(CNC(=O)[C@H](CCSC)NC(=O)N2CCn3c2nc2ccccc23)c1
→ 12, 14, 2, 12, -3, 10, 26, -6, 9, 34, 0

The final 2 entries of the part above lead into the next.
Each structure is followed by: HIF-2a block, MITF TRPM1 inh, NR2E3 ag-2, Vif inh, CaV13 ICDI inh, Shn3 inh set2, Peg3 promoter, CF NFkB block, KKLEB cytotox, NR2E3 ag-1, PDI turbidity
> Cc1cc2ncc(S(=O)(=O)C(C)(C)C)c(N)n2n1
→ 10, 2, -3, 2, -6, 7, 9, 1, 15, -16, -6
> COc1cccc(CNC(=O)[C@H](CCSC)NC(=O)N2CCn3c2nc2ccccc23)c1
→ 12, 14, 2, 12, -3, 10, 26, -6, 9, 34, 0
> O=C(COC(=O)c1ccccc1C(=O)N1CCN(c2ccccc2)CC1)NCc1ccccc1
→ 12, 8, 6, 11, -3, -16, 8, 12, 9, -8, -5
> CC(C)Oc1ccc(/C(O)=C2/C(=O)C(=O)N(CCCn3ccnc3)C2c2cccnc2)cc1 (configuration not stated)
→ 6, -38, 1, 11, -19, 13, 4, -2, 1, -17, 3
> N#Cc1ccccc1OCC(=O)NCCNC(=O)COc1ccccc1C#N
→ 8, 0, 5, -16, -7, 21, 9, -2, 8, -12, 2
> c1ccc2c(c1)ncn2-c1ccc(-c2ccnc3ncnn23)cc1
→ 1, -8, 2, -6, 0, 10, -10, 5, 2, -9, -4
> CN(C(=O)c1cccc(NC(=O)Cc2ccc(NC(=O)C3CCCN(C(=O)C4CCCC4)C3)cc2)c1)C1CCCC1 (configuration not stated)
→ 7, 5, /, -9, -11, 33, -6, 21, 2, -22, -2
> Cc1ccc(C2=NN(C(=O)CCCC(=O)O)C(c3ccco3)C2)cc1 (configuration not stated)
→ -41, 2, 1, -5, 3, -12, -3, 1, 2, -9, 4
> CC1CC(=O)NN=C1c1ccc(N(C)C)c([N+](=O)[O-])c1 (configuration not stated)
→ -10, 10, 0, -3, -3, -14, 17, -7, -2, -1, 10
> NC(=N\N=Cc1ccco1)/C(N)=N/N=Cc1ccco1
→ -132, -28, /, 4, -7, -12, -165, 5, -4, -33, 3
> Cc1cc(=O)[nH]c(SCc2ccc(Cl)cc2Cl)n1
→ 1, 0, -2, -3, -2, -2, 4, -19, -7, 21, 0
> Cc1cc(N2C(=O)CC(Cc3ccccc3)C2=O)no1 (configuration not stated)
→ -6, -6, 1, -34, -5, 14, -3, 10, -7, -21, -7
> Cc1ccc(OCC(O)Cn2c(=N)n(CCN3CCCCC3)c3ccccc32)cc1 (configuration not stated)
→ 19, 24, -2, -1, -5, 80, 78*, 26, -21, -10, -2
> CC(NC(=O)C1CCCN(S(=O)(=O)c2ccc(-n3cnnn3)cc2)C1)c1ccc(F)cc1 (configuration not stated)
→ 12, 16, 1, 1, -7, 19, 17, -3, -17, -12, -5
> COc1ccc(/C=C(\NC(=O)c2ccc(C)cc2)C(=O)Nc2ccc(C(=O)O)cc2)cc1
→ -41, -4, -3, 4, -11, -32, -45, -3, 4, -24, -2
> O=C(COC(=O)Cn1[nH]c(=O)c2ccccc2c1=O)NNC(=O)c1ccc(Br)cc1
→ 5, 1, 2, 5, -6, -3, -7, -11, 13, -31, 2
> CCCC(C(=O)Nc1ccc2c(C)cc(=O)oc2c1)c1ccccc1 (configuration not stated)
→ -15, 1, 4, 2, /, 26, -10, 22, -12, -22, -1
> Cc1ccccc1C1CC(c2cccs2)=NN1S(C)(=O)=O (configuration not stated)
→ 8, 11, 2, -14, -6, 0, 1, -15, -2, -6, 7
> Cc1cc(C)cc(NC(=O)COc2coc(CN3CCc4ccccc4C3)cc2=O)c1
→ -4, 3, 0, -6, -6, 18, 7, -12, 11, 19, 12
> COC(=O)c1cccnc1-n1c(=O)c2cccnc2n(Cc2cccc([N+](=O)[O-])c2)c1=O
→ 13, -9, -1, 20, -7, /, 19, 15, -18, 1, -1
> CCC1(c2ccccc2)NC(=O)N(Cc2cccc([N+](=O)[O-])c2)C1=O (configuration not stated)
→ 19, 9, 1, -10, -1, -7, 17, -11, 0, 19, 1
> COc1ccc(C(=O)NCc2ccc(-c3nc4ccccc4s3)cc2)cc1OC
→ -115, -69, -36, -4, /, -57, -58, 44, -28, -43, -5
> CSc1nc(Oc2cccc(C(F)(F)F)c2)cc(C(F)(F)F)n1
→ 15, 4, 2, 17, /, -12, 2, 4, -3, -14, 6
> CCOc1ccccc1NC(=O)CCc1c(C)nn(-c2ccc(N3CCCCC3)nn2)c1C
→ -83, -30, -2, -16, -2, -12, -13, 0, -12, -29, 3
> CCCOC(=O)CCCCC1SCC(NC(=O)OC)C1NC(=O)OC (configuration not stated)
→ 13, 3, 2, 2, -10, -3, 8, -1, 0, -5, 4
> CCOC(=O)C1=C(C)N=C2c3ccccc3C(=O)C2C1c1ccccc1 (configuration not stated)
→ -15, -4, -2, -10, -5, 0, 21, 9, -2, 8, 11

Hits appear at their usual frequency. Share with any hit: about 3.3%.
